Screens deposited in PubChem by Sanford-Burnham Center for Chemical Genomics.
MIN6 prolif = inducers of beta-cell replication in MIN6 cells. proliferation, % at 10 µM. hit rate 0.29% among 330,000. AID 2380. MIN6 cells proliferation, ATPlite luminescence, 48 h; cells starved in 0.2% serum; 100% = growth in 10% serum;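 active = compounds whose signal lies at least 3.5 SD above the mean of all wells on their plate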;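 also: 0% = DMSO-treated cells in low-serum medium and 100% = 10% serum control; some compounds called inactive have numbers as strong as hits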
SENP6 inh = blocks the human protease SENP6; hit rate 1.8% among 330,000; Recombinant SENP6 catalytic domain, aminoluciferin luminescence; inhibition, % at 10 µM; Q9GZR1; AID 2599;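 active = inhibition above about 50% at the single tested dose, limit read from the data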;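 also: plate controls were DMSO wells with enzyme for no effect and DMSO wells lacking enzyme for full effect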
Target sequence (Q9GZR1 628-1112 limits assumed): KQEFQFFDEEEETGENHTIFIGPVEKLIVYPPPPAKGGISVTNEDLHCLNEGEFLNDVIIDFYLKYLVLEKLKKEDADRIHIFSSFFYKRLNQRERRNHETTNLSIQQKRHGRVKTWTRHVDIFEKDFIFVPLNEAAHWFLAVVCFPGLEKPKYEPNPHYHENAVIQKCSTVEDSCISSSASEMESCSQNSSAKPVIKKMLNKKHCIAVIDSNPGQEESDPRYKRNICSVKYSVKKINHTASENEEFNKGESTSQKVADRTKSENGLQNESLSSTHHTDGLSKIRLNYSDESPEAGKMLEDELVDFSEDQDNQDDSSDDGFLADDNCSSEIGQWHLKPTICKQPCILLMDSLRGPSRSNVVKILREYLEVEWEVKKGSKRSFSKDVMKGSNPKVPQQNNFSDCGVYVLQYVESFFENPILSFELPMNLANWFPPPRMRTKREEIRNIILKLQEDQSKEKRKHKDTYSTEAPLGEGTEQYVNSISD
SENP8 block-1 = SENP8 (human) protease inhibition; recombinant SENP8, Nedd8 substrate fluorescence; AID 602440; hit rate 0.64% among 360,000; inhibition, % at 20 µM; Q96LD8; in the data active = inhibition mostly above about 40%, no sharp cut-off; inactive = mostly below about 27%
HKDC1 inhibitor = blocks human hexokinase HKDC1 activity. Q2TB90. recombinant HKDC1, G6PDH/diaphorase resazurin coupled fluorescence. inhibition, % at 20 µM. hit rate 0.16% among 340,000. AID 493160;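 active = inhibition above about 35% when tested at 20 µM, limit read from the data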;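 also: plate controls were DMSO wells with enzyme for no effect and DMSO wells lacking enzyme for full effect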
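System: Recombinant HKDC1 hexokinase | Amount: HKDC1 at 5 µg/mL | Reagent: Glucose with 1 mM ATP | Doses: Single 20 µM dose | Incubation: Reaction time 90 min, room temperature, protected from light | Signal: Coupled resazurin fluorescence, excitation 525 nm, emission 613 nm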
SENP1 inh = SENP1 (human) catalytic domain inhibition | recombinant SENP1 catalytic domain, CyPet-SUMO1-YPet FRET cleavage | inhibition, % at 10 µM | hit rate 0.21% among 360,000 | AID 624204;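 active = inhibition at least 30% at 10 µM, raw YFP signal under a set limit, fluorescence ratio 0.5 to 1.5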;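 also: 0% = enzyme with DMSO and 100% = no enzyme wells; some results filed as inactive read as strong as hits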
Target sequence (Q9P0U3 419-644 limits assumed): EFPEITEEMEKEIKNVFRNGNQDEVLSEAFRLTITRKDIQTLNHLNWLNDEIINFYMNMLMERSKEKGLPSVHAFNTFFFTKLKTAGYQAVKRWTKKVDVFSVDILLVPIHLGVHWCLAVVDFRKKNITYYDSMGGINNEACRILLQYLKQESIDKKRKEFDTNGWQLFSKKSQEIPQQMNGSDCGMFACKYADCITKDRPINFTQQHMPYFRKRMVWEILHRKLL
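Assay system: hSENP1 catalytic domain, recombinant. Amount: SENP1 enzyme, 20 pM final. Schedule: 50 min reaction, RT, dark. Technique: FRET, CFP and YFP emission. Control set: no-enzyme wells low, DMSO-plus-enzyme wells high control.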
PfG6PD inh = PfG6PD (Plasmodium falciparum) enzyme inhibition; PfGluPho enzyme, NADPH resazurin-diaphorase fluorescence; inhibition, % at 20 µM; hit rate 0.78% among 350,000; AID 504690;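 active = inhibition reaching at least a set limit at 20 µM in the primary screen, cut at about 59% in these data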;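 also: 0% = DMSO wells with substrate and 100% = DMSO wells lacking glucose-6-phosphate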
SENP7 block = SENP7 protease inhibition; Q9BQF6; recombinant SENP7, Z-RLRGG-aminoluciferin luminescence, 40 min; inhibition, % at 5 µM; hit rate 1.5% among 330,000;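 active = inhibition above about 50% at the single test dose, limit read from the data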;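 also: plate controls were DMSO with enzyme for no effect and no enzyme buffer wells for full effect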
Target sequence (Q9BQF6 706-1050 limits assumed): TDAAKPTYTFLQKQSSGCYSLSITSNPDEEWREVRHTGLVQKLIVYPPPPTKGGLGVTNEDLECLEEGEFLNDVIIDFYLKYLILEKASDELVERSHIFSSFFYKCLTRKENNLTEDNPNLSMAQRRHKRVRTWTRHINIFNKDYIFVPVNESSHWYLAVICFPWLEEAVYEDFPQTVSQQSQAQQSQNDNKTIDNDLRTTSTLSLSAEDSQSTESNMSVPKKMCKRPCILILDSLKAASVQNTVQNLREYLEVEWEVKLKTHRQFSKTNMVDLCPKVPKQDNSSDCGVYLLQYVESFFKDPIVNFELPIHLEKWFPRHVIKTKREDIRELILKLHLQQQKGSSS
SENP8 block-2 = SENP8 protease inhibition. Q96LD8. purified SENP8, Z-RLRGG-aminoluciferin cleavage, luminescence. inhibition, % at 10 µM. hit rate 1.2% among 330,000. AID 2540; in the data active = inhibition above about 50%
UBC13 polyUb = human UBC13 polyubiquitination inhibition; hit rate 0.47% among 330,000; P61088; AID 485273; UBC13 polyubiquitin chain formation, TR-FRET; inhibition, % at 20 µM; in the data active = inhibition above about 45%, passing the limit was not always enough
* hit, by the source's call; nt = not tested or not shown.

1	CCn1cnc2c1c(=O)n(CC(=O)Nc1ccc(C(N)=O)cc1)c(=O)n2Cc1ccccc1
2	O=C(N/N=C/c1cccc(O)c1)c1ccc(COc2cccc3cccnc23)cc1
3	CC1=C(C(=O)OC(C)C)C(c2cccc([N+](=O)[O-])c2)n2c(cc(=O)[nH]c2=S)N1 (stereo not drawn)
4	S=c1[nH]nc(-c2cccnc2)n1/N=C/c1cccs1
5	CNC[C@H]1Oc2ccc(NC(=O)Nc3ccccc3)cc2CC(=O)N([C@H](C)CO)C[C@H]1C
6	CCC(=O)Nc1cc(C(=O)O)ccc1Sc1ccccc1
7	CCc1cccc(CC)c1NC(=O)CN1CCN(S(=O)(=O)c2ccccc2)CC1
8	Cc1cc(C)cc(NC(=O)C2(c3ccccc3)CC2(Cl)Cl)c1 (stereo not drawn)

entry no.	1	2	3	4	5	6	7	8
SENP1 inh	-7.8	-0.1	1.9	2.0	-1.7	0.9	2.5	3.2
SENP7 block	-0.2	-0.4	-10.5	-4.6	-6.2	0.1	-10.5	-3.4
PfG6PD inh	12.4	-11.5	-9.4	2.9	17.0	7.4	-6.0	14.4
SENP8 block-1	-18.9	-19.3	11.1	13.6	4.8	6.3	8.8	18.3
UBC13 polyUb	6.9	1.1	-17.4	-6.6	8.6	-10.0	-10.5	-11.4
HKDC1 inhibitor	-6.7	-6.3	3.0	-5.6	-2.6	-7.2	-0.6	-3.7
SENP8 block-2	-1.1	4.2	-8.5	-16.3	-9.0	-7.2	-2.4	-1.0
SENP6 inh	10.8	-6.5	-10.0	1.9	-13.1	7.8	-6.4	-1.1
MIN6 prolif	1.0	0.1	0.0	-4.1	0.7	-0.6	-0.3	-5.7

9	CCCN(CCC)S(=O)(=O)c1ccc(N2CCCC2=O)c([N+](=O)[O-])c1
10	CCCn1c(SCC(=O)/C(C#N)=C(\C)N)n[nH]c1=O
11	O=C(NCCSC1CCCCC1)c1ccccc1
12	COc1ccccc1OCC(=O)N1CCNC1=O
13	CC1CN(CN2C(=O)c3ccccc3C2=O)CC(C)O1 (stereo not drawn)
14	O=C(O)c1ccc(NC(CSCc2cccc(F)c2)C(=O)O)c([N+](=O)[O-])c1 (stereo not drawn)
15	CCN(CC)CCNC(=S)Nc1ccc2nc3n(c(=O)c2c1)CCCCC3
16	O=C(NC(=O)N1CCCCCC1)c1ccccc1

entry no.	9	10	11	12	13	14	15	16
SENP1 inh	2.2	-1.2	2.3	0.7	-0.2	2.4	4.6	0.2
SENP7 block	-11.5	3.0	2.3	3.8	-3.4	1.5	0.5	-7.4
PfG6PD inh	-3.1	3.9	-0.5	8.1	9.6	-16.2	2.4	-1.8
SENP8 block-1	17.7	13.0	-1.3	13.6	10.1	9.1	9.0	1.7
UBC13 polyUb	-8.5	6.1	-2.5	1.4	7.1	-18.6	0.9	2.4
HKDC1 inhibitor	-10.9	-5.1	-9.6	1.0	-6.2	-14.3	-5.7	-7.0
SENP8 block-2	-14.1	9.8	-4.2	-6.1	1.4	3.2	-1.3	-5.1
SENP6 inh	-1.0	7.0	4.6	-11.8	-4.1	-14.6	-9.0	-9.7
MIN6 prolif	0.0	2.6	0.4	-1.2	5.9	-3.9	-0.7	0.3

17	COc1ccc(N2C(=O)CCC(C(=O)O)C2c2ccc(OC)c(OC)c2)cc1 (stereo not drawn)
18	Cc1cc(CNC(=O)C2(C(F)(F)F)CC(CCCO)CCCO2)nn1C (stereo not drawn)
19	CCOc1cc(/C=C(/C#N)c2ccc(F)cc2)ccc1OCc1ccc(C(=O)O)o1
20	CSCCC(NC(=O)c1cncc(Br)c1)C(=O)O (stereo not drawn)
21	CN(CCC#N)C(=O)COC(=O)c1ccccc1C(=O)c1ccc(Cl)c([N+](=O)[O-])c1
22	c1ccc(-c2onc(-c3ccco3)c2-c2ccc3[nH]ccc3c2)cc1
23	CCOC(=O)C1CCCN(C(=O)c2cc(-c3ccccc3)on2)C1 (stereo not drawn)
24	O=C(CS(=O)(=O)c1ccccc1)NCc1ccco1

entry no.	17	18	19	20	21	22	23	24
SENP1 inh	4.0	-1.3	0.2	0.7	1.0	-2.9	3.2	-2.0
SENP7 block	11.0	0.0	12.7	-9.6	nt	-7.6	-1.7	3.1
PfG6PD inh	-6.4	-2.5	-26.4	-1.6	13.1	56.6	7.5	-9.1
SENP8 block-1	15.9	15.9	-17.6	5.7	10.4	-52.7	3.3	6.7
UBC13 polyUb	-11.7	-6.9	-18.0	-14.8	nt	-6.5	-0.3	3.1
HKDC1 inhibitor	-6.1	-5.0	2.0	-13.1	-5.1	4.5	-10.9	-0.5
SENP8 block-2	2.7	4.6	-16.0	-5.9	nt	-9.4	7.6	-1.2
SENP6 inh	0.6	1.3	-8.4	10.6	nt	13.3	-3.1	3.3
MIN6 prolif	-2.5	-4.3	-3.0	-1.3	nt	-8.1	-1.5	-3.7

25	Cc1ccccc1NS(=O)(=O)c1cc(OCC(N)=O)c(C)cc1Cl
26	O=C(NC1CC(=O)c2sccc21)c1ccc(Cl)cc1Cl (stereo not drawn)
27	COc1ccc(Cl)cc1NC(=O)CC(=O)Nc1cc(Cl)ccc1OC
28	O=C(COC(=O)C1CCCCC1)Nc1ccc([N+](=O)[O-])cc1
29	COC(=O)c1ccc([C@H]2C=C(C(=O)O)O[C@@H](OCc3ccc(CO)cc3)C2)cc1
30	COc1ccc2nc(SCC(=O)NC3(C#N)CCCCC3)[nH]c2c1
31	O=C(NCCc1ccccc1)C1CCCN(C(=O)NC2CCCCC2)C1 (stereo not drawn)
32	COc1cc(C(=O)Nc2ccc3c(c2)N(C(=O)CCN(C)C)c2ccccc2CC3)cc(OC)c1OC

entry no.	25	26	27	28	29	30	31	32
SENP1 inh	0.4	1.5	-8.2	1.0	-0.1	1.3	1.2	-0.4
SENP7 block	2.8	-2.7	-5.8	8.1	-9.3	3.0	0.9	0.1
PfG6PD inh	4.8	-1.8	-8.6	23.7	-6.5	-3.3	-12.8	-1.0
SENP8 block-1	7.1	22.7	-42.7	34.2	8.3	-0.1	20.5	16.1
UBC13 polyUb	0.8	1.5	27.8	-12.3	-2.6	0.9	5.5	16.8
HKDC1 inhibitor	-10.0	-2.5	-3.7	-2.5	-3.5	-4.5	2.0	-4.8
SENP8 block-2	-7.4	2.2	-5.0	-7.5	9.6	-5.7	5.3	3.8
SENP6 inh	-8.0	-6.4	-6.9	-11.1	3.9	-10.5	3.1	-13.9
MIN6 prolif	0.2	-2.3	0.0	-0.3	-3.4	5.8	0.9	-2.3

33	O=C(Cn1c(=O)oc2ccccc21)N1CCCCC1
34	COc1ccc(N2CC(C(=O)N[C@H](C(=O)NC(C)c3ccccc3)C(C)C)CC2=O)cc1 (stereo partly drawn)
35	COCCCn1c2nc3ccccc3nc2c2c(=O)n(Cc3ccccc3Cl)cnc21
36	CCO[C@@H]1OC(C(=O)NCc2ccccc2)=C[C@H](c2ccccc2)[C@H]1CCCO
37	Cc1cccc(NC(=O)Cn2c(=O)oc3ccccc32)c1
38	O=C(COC(=O)c1cnccn1)c1ccccc1
39	COc1ccc(S(=O)(=O)N[C@@H](CC(C)C)C(=O)O)cc1
40	CC(=O)Nc1ccc(S(=O)(=O)NNC(=O)COc2ccc(C(C)(C)C)cc2)cc1

entry no.	33	34	35	36	37	38	39	40
SENP1 inh	2.2	0.7	nt	1.9	1.0	0.4	1.6	0.9
SENP7 block	-0.8	-4.1	-5.1	-9.6	-2.9	-6.7	3.0	-4.2
PfG6PD inh	-3.2	13.1	nt	0.1	-8.6	-2.5	-5.2	30.6
SENP8 block-1	6.3	-6.6	nt	11.0	12.3	15.9	4.5	9.4
UBC13 polyUb	5.7	6.6	25.2	10.0	-14.9	1.7	3.7	5.9
HKDC1 inhibitor	-6.0	-1.6	nt	-2.7	0.7	-7.5	-12.3	-2.2
SENP8 block-2	-3.8	6.4	1.4	-9.7	-7.1	-11.8	-7.6	-9.6
SENP6 inh	-7.0	9.2	-13.8	-16.0	-13.9	-16.9	3.5	-2.9
MIN6 prolif	-3.1	7.9	0.3	-4.9	-0.3	0.7	-1.6	-1.0

41	O=C(Nc1nc(-c2ccc3c(c2)OCO3)cs1)C1COc2ccccc2O1 (stereo not drawn)
42	CCCCCCCCC(=O)O
43	CC(CC(=O)O)C(=O)c1ccc(Cl)c([N+](=O)[O-])c1 (stereo not drawn)
44	Cc1cc(C)c(-c2csc(NC(=O)CCCc3nc4ccccc4c(=O)[nH]3)n2)c(C)c1
45	O=C(Cn1c(=O)oc2ccccc21)N1CCN(c2ccccc2)CC1
46	Cc1onc(-c2ccccc2Cl)c1C(=O)N1CC(C)OC(C)C1 (stereo not drawn)
47	O=C(COC(=O)c1ccccc1)NCc1ccco1
48	COc1ccccc1C(=O)NCC(C)(C)CN=C1NS(=O)(=O)c2ccccc21
49	CCCn1c(SCc2ccc(C(=O)OC)o2)nc2ccccc2c1=O
50	COc1cc(C(=O)NCc2ccc3c(c2)cc(C)n3C)cc(OC)c1OC

entry no.	41	42	43	44	45	46	47	48	49	50
SENP1 inh	-2.7	0.4	0.8	-4.8	3.9	3.2	-8.7	-1.3	0.3	-22.7
SENP7 block	-13.5	-8.9	-0.8	-6.1	-6.9	7.2	-10.3	5.3	4.2	4.5
PfG6PD inh	-2.2	-20.8	-23.8	11.4	3.4	-1.0	5.4	0.2	14.4	-1.0
SENP8 block-1	5.0	13.1	6.1	-92.7	8.9	11.6	22.3	12.5	-3.0	-54.9
UBC13 polyUb	-1.3	-7.1	-10.8	2.2	-4.5	11.8	3.0	1.6	17.1	5.5
HKDC1 inhibitor	1.7	-0.6	4.1	8.4	-6.5	3.0	-0.7	-1.2	-0.4	7.6
SENP8 block-2	-5.6	-13.0	-0.3	5.5	-10.7	-2.6	-2.0	-1.7	-3.7	-3.5
SENP6 inh	-22.7	-10.1	7.2	-5.7	-1.0	-14.2	-2.3	-29.6	-28.0	1.3
MIN6 prolif	-4.5	2.9	-4.0	-7.2	0.0	-0.4	-2.5	6.6*	4.0	-2.2

No new results follow: an excerpt of the list.
4	S=c1[nH]nc(-c2cccnc2)n1/N=C/c1cccs1
5	CNC[C@H]1Oc2ccc(NC(=O)Nc3ccccc3)cc2CC(=O)N([C@H](C)CO)C[C@H]1C
6	CCC(=O)Nc1cc(C(=O)O)ccc1Sc1ccccc1
7	CCc1cccc(CC)c1NC(=O)CN1CCN(S(=O)(=O)c2ccccc2)CC1
8	Cc1cc(C)cc(NC(=O)C2(c3ccccc3)CC2(Cl)Cl)c1 (stereo not drawn)
9	CCCN(CCC)S(=O)(=O)c1ccc(N2CCCC2=O)c([N+](=O)[O-])c1
10	CCCn1c(SCC(=O)/C(C#N)=C(\C)N)n[nH]c1=O

entry no.	4	5	6	7	8	9	10
SENP1 inh	2.0	-1.7	0.9	2.5	3.2	2.2	-1.2
SENP7 block	-4.6	-6.2	0.1	-10.5	-3.4	-11.5	3.0
PfG6PD inh	2.9	17.0	7.4	-6.0	14.4	-3.1	3.9
SENP8 block-1	13.6	4.8	6.3	8.8	18.3	17.7	13.0
UBC13 polyUb	-6.6	8.6	-10.0	-10.5	-11.4	-8.5	6.1
HKDC1 inhibitor	-5.6	-2.6	-7.2	-0.6	-3.7	-10.9	-5.1
SENP8 block-2	-16.3	-9.0	-7.2	-2.4	-1.0	-14.1	9.8
SENP6 inh	1.9	-13.1	7.8	-6.4	-1.1	-1.0	7.0
MIN6 prolif	-4.1	0.7	-0.6	-0.3	-5.7	0.0	2.6
